Source: PubChem
Bcl-xL primary: Bcl-xL (human) inhibition; actives 0.7% (n = 320,000); AID 2129; inhibition, % at 10.9 µM; Q07817; GST-Bcl-xL / FITC-Bim BH3 peptide fluorescence polarization;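 active = inhibition above the mean of all tested compounds plus 3 SD, cutoff set per campaign, cut at about 30% in these data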;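 also: 0% = DMSO wells and 100% = unlabeled Bim-BH3 peptide competitor; inhibitors lower millipolarization by displacing the labeled peptide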
CIT2-GFP yeast: alters CIT2-GFP fluorescence in TOR pathway yeast screen; S. cerevisiae CIT2-GFP strain, flow cytometry, 3 h; 100 means same as DMSO wells; GFP response vs DMSO, % at 10 µM; actives 0.065% (n = 320,000); AID 2029;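 active = GFP response relative to DMSO above a set limit, near the screen mean plus 3 SD, cut at about 150% in these data; inconclusive = Fewer than 70 cells measured for a yeast strain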;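 also: ratio of well median GFP fluorescence to mean of DMSO wells on the plate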
MEX-5 binding: C. elegans MEX-5 TCR-2 RNA binding activity; Q9XUB2; MEX-5/FITC-TCR2 RNA binding, fluorescence polarization; hits give low values; activity score (negative = inhibition of binding), % at 10 µM; actives 0.38% (n = 300,000); AID 1832;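 active = inhibition past about -25% in most replicates, and total fluorescence under double the plate's negative control median, limit read from the data; inconclusive = replicates evenly split on the limit, or fluorescence at least double controls; inactive = too little inhibition in most replicates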;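 also: 0% = DMSO and -100% = 5 µM competing unlabeled TCR2 RNA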
AGP1 TOR yeast: alters AGP1-GFP fluorescence in TOR pathway yeast screen | GFP response vs DMSO, % at 10 µM | S. cerevisiae AGP1-GFP multiplex flow cytometry, 3 h; GFP as percent of DMSO wells | actives 0.02% (n = 320,000);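 active = GFP response relative to DMSO above a set limit, near screen average plus 3 SD, cut at about 150% in these data; inconclusive = fewer than 70 cells counted for the yeast strain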;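 also: median GFP channel fluorescence of the gated AGP1 strain per well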
GRK2 aptamer HTS: human GRK2 inhibition via aptamer displacement; inhibition of aptamer binding, % at 10 µM; actives 0.59% (n = 330,000); bead flow cytometry, FAM-aptamer displacement from GRK2;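 active = inhibition of aptamer binding above 40%, roughly 3 SD of noise, on plates passing a quality check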;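 also: median bead fluorescence of bound FAM aptamer so fluorescent compounds give negative values; no value below 0 was filed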
GLD-1 RNA inh: GLD-1-TGE RNA interaction inhibition (C. elegans) | Q17339 | purified GLD-1 + fluorescein TGE RNA, fluorescence polarization | inhibition, % at 5.96 µM | actives 0.44% (n = 320,000) | AID 2280;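 active = percent inhibition above a per-plate cutoff, the plate mean of test compounds plus 3 SD, cut at about 30% in these data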;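 also: 0% = DMSO wells with GLD-1 and probe and 100% = wells lacking GLD-1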
MCL1-BIM inh: inhibitors of human MCL1 binding to BIM-BH3 peptide; actives 0.68% (n = 320,000); inhibition, % at 10.9 µM; GST-MCL1 / FITC-Bim-BH3 fluorescence polarization; Q07820;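 active = inhibition above the mean inhibition of all tested compounds plus 3 SD, set per campaign, cut at about 40% in these data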;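 also: 0% = DMSO wells and 100% = unlabeled Bim-BH3 peptide control; higher means more loss of mP so more displacement of Bim peptide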
Fam108B inh: blocks mouse Fam108B hydrolase in RBBP9 counter-screen | recombinant Fam108B, FP-Rh probe fluorescence polarization | inhibition, % at 9.51 µM | actives 0.33% (n = 300,000) | AID 1947;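 active = inhibition above the screen mean inhibition plus 3 SD, computed separately per campaign, cut at about 18% in these data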;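 also: inhibitors lower polarization as less probe binds the enzyme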
VLA-4 inh: inhibition in a human VLA-4 binding assay. P13612. VLA-4 expressing cells, ligand binding flow cytometry. inhibition, % (about 7 µM as worked out from the volumes in the protocol). actives 0.2% (n = 330,000). AID 2557; in the data active = inhibition above about 50%
Target sequence (P13612 whole entry, looked up): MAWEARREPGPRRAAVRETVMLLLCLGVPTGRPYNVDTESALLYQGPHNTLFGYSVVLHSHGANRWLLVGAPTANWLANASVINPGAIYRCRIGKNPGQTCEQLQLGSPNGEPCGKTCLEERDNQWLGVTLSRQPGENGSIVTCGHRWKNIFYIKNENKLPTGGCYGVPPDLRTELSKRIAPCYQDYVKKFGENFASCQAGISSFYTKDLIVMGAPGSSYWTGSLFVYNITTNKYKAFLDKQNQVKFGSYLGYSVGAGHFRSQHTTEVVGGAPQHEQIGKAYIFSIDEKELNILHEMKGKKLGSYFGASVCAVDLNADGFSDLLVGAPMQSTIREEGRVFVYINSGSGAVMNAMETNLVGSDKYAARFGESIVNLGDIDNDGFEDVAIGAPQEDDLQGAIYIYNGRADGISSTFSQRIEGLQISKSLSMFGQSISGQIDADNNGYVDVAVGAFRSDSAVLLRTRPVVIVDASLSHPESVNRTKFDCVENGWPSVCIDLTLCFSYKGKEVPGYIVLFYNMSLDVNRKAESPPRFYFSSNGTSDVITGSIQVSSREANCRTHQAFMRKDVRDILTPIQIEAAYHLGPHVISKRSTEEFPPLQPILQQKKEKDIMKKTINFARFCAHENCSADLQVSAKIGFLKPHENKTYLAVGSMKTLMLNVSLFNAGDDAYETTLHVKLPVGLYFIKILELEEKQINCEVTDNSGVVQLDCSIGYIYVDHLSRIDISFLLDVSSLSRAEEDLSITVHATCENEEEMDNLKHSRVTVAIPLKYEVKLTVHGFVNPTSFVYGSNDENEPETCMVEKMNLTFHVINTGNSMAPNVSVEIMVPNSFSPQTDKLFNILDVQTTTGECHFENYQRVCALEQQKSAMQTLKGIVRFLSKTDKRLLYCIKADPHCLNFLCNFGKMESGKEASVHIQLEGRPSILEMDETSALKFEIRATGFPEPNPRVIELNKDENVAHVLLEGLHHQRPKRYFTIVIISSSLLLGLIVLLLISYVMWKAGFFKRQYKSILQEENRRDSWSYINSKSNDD
Active calls of the source: *; i = inactive; u = inconclusive; x = no result given.

SMILES	Bcl-xL primary	CIT2-GFP yeast	MEX-5 binding	AGP1 TOR yeast	GRK2 aptamer HTS	GLD-1 RNA inh	MCL1-BIM inh	Fam108B inh	VLA-4 inh
CC1C(=O)CCCCCCCCCC2C1(N1CCOCC1)CS2(=O)=O (stereo unspecified)	8	101	2.7	103	16	1	7	0	-6
COc1cccc(OCCOCCNCCO)c1	-4	102	2.4	95	1	2	-3	-2	-5
N#Cc1ccc(/C=C2\CCCCn3c2nc2cc(C(=O)O)ccc2c3=O)cc1	-5	98	1.5	98	0	-2	-11	-2	7
CC1=CC(=O)C(C(C)C)=C/C1=N/OC(=O)c1cccc([N+](=O)[O-])c1	6	107	-1.8	91	0	5	-5	9	-10
COc1cc(OC)c(C2C(C#N)=C(C)NC(C)=C2C#N)c(C(=O)O)c1	9	89	2.0	103	2	9	9	1	19
CC(C)(C)c1nc(SCC(=O)NNC(=O)c2ccccc2)c2ccccc2n1	1	96	1.4	99	7	7	-2	-2	4
O=C1CC(c2ccsc2)c2cc3c(cc2N1)OCCO3 (stereo unspecified)	4	106	-0.7	97	5	3	8	2	5
COc1ccccc1C1C2=C(N=C3SCC(=O)N31)c1ccccc1CC2 (stereo unspecified)	4	107	2.6	x	0	7	10	-3	23
COc1ccc(NC(=O)CN(c2cc(C)cc(C)c2)S(=O)(=O)c2c(C)noc2C)cc1	0	103	2.3	103	5	1	1	-1	1
Cc1cc(=O)oc2c(C)c(OCC(=O)c3ccccc3)ccc12	3	105	-2.5	112	0	0	6	0	8
COc1ccc(CNC(=O)C2CCCN(C(=O)Nc3ccc(OC)cc3)C2)cc1 (stereo unspecified)	8	121	-0.7	93	0	7	1	0	-3
COc1ccccc1NC(=O)CCSc1nc(C)cc(C)n1	-5	106	-1.1	101	1	1	0	7	-2
COc1ccc(/C=C(\NC(=O)c2ccc(C)cc2)C(=O)NCCCn2ccnc2)cc1OC	0	97	0.6	99	0	-2	3	3	1
COc1ccc(N2CCN(C(=O)c3ccc(SC)cc3OC)CC2)cc1	5	103	-3.0	110	0	6	24	4	3
COc1ccc(CCNC(=O)CC2SC(=NCc3ccccc3OC)NC2=O)cc1 (stereo unspecified)	2	96	-2.7	96	1	-1	4	0	-7
COc1ccc(/C=C/c2c(-c3ccc(OC)cc3)oc3ccc(-c4ccc(OC)cc4)cc23)cc1	-1	104	3.8	109	2	2	2	2	0
CCC(=O)Nc1cccc(-c2nnc(-c3ccccc3)o2)c1	8	94	1.1	105	0	-2	-3	-6	9
CC(C)CNC(=O)c1ccccc1NC(=O)c1ccccc1N(C)S(C)(=O)=O	-1	106	-2.8	103	1	-3	0	-2	25
O=C(NC(=S)Nc1cc(S(=O)(=O)N2CCOCC2)ccc1N1CCOCC1)C1CCCC1	2	95	2.9	99	3	-8	6	5	1
CN(C)CCNS(=O)(=O)c1ccc2c3c(cccc13)C(=O)N2	1	101	-3.5	101	0	5	5	4	0
COc1ccccc1CCNC(=O)c1cccc(S(=O)(=O)N2CCc3ccccc3C2)c1	0	85	x	91	2	5	-5	x	26
CCOC(=O)c1c(C2CC2)csc1NC(C)=O	6	97	0.7	98	1	-6	2	2	-5
CC(C)(C)OC(=O)N[C@H](Cc1ccccc1)C(=O)N1CCC[C@@H]1C(=O)O	-4	100	-0.7	93	0	3	-2	-2	6
C=CCNC(=O)C1CCC(C(=O)NCC=C)CC1 (stereo unspecified)	-2	84	0.9	100	2	-1	-3	-4	-19
CSc1c(-c2ccccn2)c(N)nn1C(=O)C1CCC1	9	x	0.8	x	1	1	12	2	21
COc1cccc(C(C(=O)NC2CCCCC2)N(CCN2CCOCC2)C(=O)C2COc3ccccc3O2)c1 (stereo unspecified)	3	102	-0.8	104	0	0	9	-2	25
COc1ccc(C2CC(c3ccccc3)=NN2C(=O)CSc2nnnn2-c2cccc(C)c2)cc1 (stereo unspecified)	0	95	0.7	95	7	11	-7	-4	5
O=C(CCc1ccccc1)Nc1ccc(S(=O)(=O)NC2=NCCCCC2)cc1	x	100	x	100	0	1	x	x	2
CSc1nc(C)c(Cc2ccccc2)c(=O)[nH]1	-19	102	-0.3	106	0	2	-20	-4	-4
COC(=O)c1ccccc1NC(=O)CSc1nnnn1CC(=O)O	-3	103	0.7	101	0	-4	-1	-3	10
CN(C)c1ccc2c3c(ccc(N(C)C)c13)COC2	5	92	-5.4	99	31	1	9	-4	2
CC(C)Cn1c(NCCO)nc2ccccc21	-1	x	-1.5	110	0	2	-3	-4	0
CC(C)Cc1nc2oc3c(N4CCN(CCO)CC4)ncnc3c2c2c1CCCC2	1	101	0.7	98	45*	-1	2	1	-5
COC(=O)c1sccc1NC(=S)Nc1ccc(C)cc1	8	97	-0.3	98	0	5	13	3	-3
O=C(O)c1ccc(/C=C2\COc3ccccc3C2=O)cc1	1	89	-2.2	94	1	1	-1	-8	1
Cc1noc(C)c1C(=O)N1CCC(CO)(Cc2ccccc2)CC1	5	98	-1.3	99	1	-1	7	-2	2
CCOc1ccc(NC(=O)Nc2cnccn2)cc1	6	101	0.7	95	5	5	8	4	-18
O=C(CSc1nc2ccccc2s1)NC1CCCc2ccccc21 (stereo unspecified)	3	103	1.9	104	3	5	7	-3	-8
Cc1ccc(NC(=O)CC2S/C(=N/c3nccs3)N(C)C2=O)c(C)c1 (stereo unspecified)	10	101	-0.3	101	3	-2	5	3	-55
COc1ccc(/C=C2\SC(=O)N(CCC(=O)Nc3ccc(S(=O)(=O)Nc4nccs4)cc3)C2=O)cc1	2	98	1.9	105	1	7	1	-75	0
CCOC(=O)C1CCN(c2c(NCCCN3CCCCC3)c(=O)c2=O)CC1	-3	84	-4.2	109	0	8	-2	-2	-1
COC(=O)c1ccccc1N(C)S(C)(=O)=O	5	97	2.0	106	0	3	4	3	-8
O=C1NCC(COc2ccc([N+](=O)[O-])cc2)O1 (stereo unspecified)	-6	97	-2.2	93	4	-3	-12	4	12
CS(=O)(=O)N(CC(=O)N1CCN(c2cccc(Cl)c2)CC1)c1cccc(F)c1	7	103	-3.3	101	0	6	3	5	15
O=P(OC1CCCCC1)(OC1CCCCC1)C(O)c1ccc(Cl)cc1Cl (stereo unspecified)	3	107	2.2	106	0	3	2	1	-4

As a short view, some entries already given.
SMILES	Bcl-xL primary	CIT2-GFP yeast	MEX-5 binding	AGP1 TOR yeast	GRK2 aptamer HTS	GLD-1 RNA inh	MCL1-BIM inh	Fam108B inh	VLA-4 inh
CC1C(=O)CCCCCCCCCC2C1(N1CCOCC1)CS2(=O)=O (stereo unspecified)	8	101	2.7	103	16	1	7	0	-6
COc1cccc(OCCOCCNCCO)c1	-4	102	2.4	95	1	2	-3	-2	-5
N#Cc1ccc(/C=C2\CCCCn3c2nc2cc(C(=O)O)ccc2c3=O)cc1	-5	98	1.5	98	0	-2	-11	-2	7
CC1=CC(=O)C(C(C)C)=C/C1=N/OC(=O)c1cccc([N+](=O)[O-])c1	6	107	-1.8	91	0	5	-5	9	-10
COc1cc(OC)c(C2C(C#N)=C(C)NC(C)=C2C#N)c(C(=O)O)c1	9	89	2.0	103	2	9	9	1	19
CC(C)(C)c1nc(SCC(=O)NNC(=O)c2ccccc2)c2ccccc2n1	1	96	1.4	99	7	7	-2	-2	4
O=C1CC(c2ccsc2)c2cc3c(cc2N1)OCCO3 (stereo unspecified)	4	106	-0.7	97	5	3	8	2	5
COc1ccccc1C1C2=C(N=C3SCC(=O)N31)c1ccccc1CC2 (stereo unspecified)	4	107	2.6	x	0	7	10	-3	23
COc1ccc(NC(=O)CN(c2cc(C)cc(C)c2)S(=O)(=O)c2c(C)noc2C)cc1	0	103	2.3	103	5	1	1	-1	1
Cc1cc(=O)oc2c(C)c(OCC(=O)c3ccccc3)ccc12	3	105	-2.5	112	0	0	6	0	8
COc1ccc(CNC(=O)C2CCCN(C(=O)Nc3ccc(OC)cc3)C2)cc1 (stereo unspecified)	8	121	-0.7	93	0	7	1	0	-3

Part of the list above, set out differently:
Fields – Bcl-xL primary	CIT2-GFP yeast	MEX-5 binding	AGP1 TOR yeast	GRK2 aptamer HTS	GLD-1 RNA inh	MCL1-BIM inh	Fam108B inh	VLA-4 inh
Cc1noc(C)c1C(=O)N1CCC(CO)(Cc2ccccc2)CC1
    5	98	-1.3	99	1	-1	7	-2	2
COc1ccc(N2CCN(C(=O)c3ccc(SC)cc3OC)CC2)cc1
    5	103	-3.0	110	0	6	24	4	3

(continued)
SMILES	Bcl-xL primary	CIT2-GFP yeast	MEX-5 binding	AGP1 TOR yeast	GRK2 aptamer HTS	GLD-1 RNA inh	MCL1-BIM inh	Fam108B inh	VLA-4 inh
O=C(Nc1ccncc1)c1ccccc1-c1ccccc1	0	99	-0.3	100	x	2	-2	2	4
O=C(Nc1nc2c(s1)CN(Cc1ccccc1)CC2)c1cccc(S(=O)(=O)N2CCc3ccccc32)c1	55*	u	-22	u	0	29	61*	-46	-20
Cc1ccc(C(C2=C(O)CC(C)(C)CC2=O)C2C(=O)CC(C)(C)CC2=O)o1 (stereo unspecified)	8	89	2.9	89	2	-7	-3	6	5
O=C(CSc1nnnn1-c1ccc(Cl)cc1)N1CCc2ccccc2C1	-3	94	2.2	97	0	4	1	1	0
O=C(O)c1ccc(S(=O)(=O)c2ccc3c(c2)C(=O)N(Cc2ccco2)C3=O)cc1	3	110	-1.7	102	6	2	9	5	-11
Cc1ccc(CSc2ccc3nnc(-c4cccnc4)n3n2)cc1	-3	108	0.4	106	0	1	-1	9	-3
COc1ccc(N2C(=O)CSC23CCCCC3)cc1	3	102	-3.1	101	6	-1	0	-1	19
O=C1c2ccccc2C(O)N1Cc1ccco1 (stereo unspecified)	8	98	3.2	101	0	6	3	3	28
CC(=O)c1sc2nc(-c3cccs3)cc(C(F)(F)F)c2c1N	63*	97	-30*	87	6	-4	68*	-4	i
Cc1cc(NC(=O)CSc2n[nH]c(CC(C)C)n2)no1	-3	92	1.6	x	5	-1	0	2	-1
CSc1cccc(NC(=O)CCCOc2ccc(Cl)cc2C)c1	2	91	1.0	96	0	4	2	-19	19
Cc1cccc(NC(=O)C2CCN(S(=O)(=O)c3c(C)nn(C)c3C)CC2)n1	3	95	-2.2	99	0	9	-2	0	11
COCCOC(=O)c1c(NC(=O)COC(=O)Cc2cccc(OC)c2)sc(C(N)=O)c1C	2	94	-6.5	98	83*	-3	4	4	7
CCN1CCN(S(=O)(=O)c2cc(OCC(=O)NC3CCCCC3)c(C)cc2Cl)CC1	3	104	-7.6	108	0	-4	1	-2	-2
O=C(CSc1nccc(=O)[nH]1)Nc1ccc(F)c(Cl)c1	-1	106	-2.4	103	1	-2	6	14	8
CCc1cccc(C)c1NC(=O)CSc1nnc(-c2ccco2)n1N	6	x	2.6	90	2	-2	-1	1	18
COc1ccccc1C(=O)NC(CCSC)C(=O)OC(C)C(N)=O (stereo unspecified)	4	101	-4.1	109	3	-3	5	1	2
O=C(c1cccs1)N1CCN(C(=O)c2ccco2)c2ccccc2C1	4	102	0.9	102	1	-4	0	-1	-1
